GSTO1 counter: counter-screen for RBBP9 inhibitors: inhibitors of human GSTO1. recombinant GSTO1, activity-based probe fluorescence polarization. inhibition, % at 5.96 µM. 1.1% of 300,000 active. P78417. AID 1974;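 active means inhibition above the campaign mean inhibition plus 3 SD, cut at about 35% in these data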;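 further: 0% = GSTO1-1 with DMSO and 100% = wells lacking GSTO1-1 enzyme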
PAFAH1B2 inh: inhibitors of human PAFAH1B2; inhibition, % at 3.39 µM; 1.2% of 340,000 active; recombinant PAFAH1B2, FP-rhodamine activity probe, fluorescence polarization; AID 492953;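 active means inhibition above the mean of all tested compounds plus 3 SD, cut at about 24% in these data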;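 further: 0% = enzyme with DMSO and 100% = wells lacking PAFAH1B2; many of its hits are not listed in these tables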
Target sequence (P68402 whole entry, looked up): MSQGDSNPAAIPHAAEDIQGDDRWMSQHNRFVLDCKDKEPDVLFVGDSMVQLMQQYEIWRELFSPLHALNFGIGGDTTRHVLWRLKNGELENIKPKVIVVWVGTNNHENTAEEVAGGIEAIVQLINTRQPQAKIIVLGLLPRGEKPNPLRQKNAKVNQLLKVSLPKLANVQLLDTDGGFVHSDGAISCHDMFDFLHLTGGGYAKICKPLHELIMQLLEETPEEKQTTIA
PAD4 inh: blocks human protein arginine deiminase 4; Q9UM07; recombinant PAD4, RCA probe fluorescence polarization; inhibition, % at 6.36 µM; 0.41% of 330,000 active; AID 485272;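 active means percent inhibition above a cutoff equal to the mean of all tested compounds plus 3 SD, cut at about 15% in these data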;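 further: 0% = PAD4 with RCA probe and DMSO and 100% = probe without PAD4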
LYPLA2 counter: blocks human lysophospholipase 2, a PME1 counter-screen; recombinant LYPLA2, FP-Rh probe fluorescence polarization; O95372; 0.38% of 320,000 active; inhibition, % at 5.9 µM;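 active means inhibition above the screen-wide mean plus 3 SD, limit set per campaign, cut at about 26% in these data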;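 further: 0% = LYPLA2 with DMSO and 100% = wells lacking LYPLA2 enzyme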
PAFAH1B3 inh: PAFAH1B3 (human) inhibition; Q15102; recombinant PAFAH1B3, FP-rhodamine probe, fluorescence polarization; inhibition, % at 3.39 µM; 0.28% of 340,000 active; AID 492972;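 active means inhibition above the screen-wide average of all tested compounds plus 3 SD, cut at about 25% in these data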;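 further: 0% = enzyme with DMSO only and 100% = wells lacking PAFAH1B3 protein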
pPAFAH FP inh: inhibitors of human plasma PAF acetylhydrolase (pPAFAH) | Q13093 | recombinant pPAFAH, FP-rhodamine probe fluorescence polarization | inhibition, % at 3.39 µM | 1.5% of 330,000 active;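 active means inhibition above the mean inhibition across the screen plus 3 SD, cut at about 25% in these data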;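 further: inhibitors block binding of the rhodamine activity-based probe so polarization drops; 0% = enzyme with DMSO and 100% = wells lacking pPAFAH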
PREPL inhibitor: inhibits the human prolyl oligopeptidase-like enzyme. Q4J6C6. recombinant PREPL, fluorescence polarization activity-based probe. inhibition, % at 5.96 µM. 0.68% of 320,000 active. AID 2751; in the data active means inhibition above about 43%;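 further: 0% = enzyme with DMSO and 100% = wells lacking enzyme; many of its hits are not listed in these tables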
Target sequence (Q4J6C6 whole entry, looked up): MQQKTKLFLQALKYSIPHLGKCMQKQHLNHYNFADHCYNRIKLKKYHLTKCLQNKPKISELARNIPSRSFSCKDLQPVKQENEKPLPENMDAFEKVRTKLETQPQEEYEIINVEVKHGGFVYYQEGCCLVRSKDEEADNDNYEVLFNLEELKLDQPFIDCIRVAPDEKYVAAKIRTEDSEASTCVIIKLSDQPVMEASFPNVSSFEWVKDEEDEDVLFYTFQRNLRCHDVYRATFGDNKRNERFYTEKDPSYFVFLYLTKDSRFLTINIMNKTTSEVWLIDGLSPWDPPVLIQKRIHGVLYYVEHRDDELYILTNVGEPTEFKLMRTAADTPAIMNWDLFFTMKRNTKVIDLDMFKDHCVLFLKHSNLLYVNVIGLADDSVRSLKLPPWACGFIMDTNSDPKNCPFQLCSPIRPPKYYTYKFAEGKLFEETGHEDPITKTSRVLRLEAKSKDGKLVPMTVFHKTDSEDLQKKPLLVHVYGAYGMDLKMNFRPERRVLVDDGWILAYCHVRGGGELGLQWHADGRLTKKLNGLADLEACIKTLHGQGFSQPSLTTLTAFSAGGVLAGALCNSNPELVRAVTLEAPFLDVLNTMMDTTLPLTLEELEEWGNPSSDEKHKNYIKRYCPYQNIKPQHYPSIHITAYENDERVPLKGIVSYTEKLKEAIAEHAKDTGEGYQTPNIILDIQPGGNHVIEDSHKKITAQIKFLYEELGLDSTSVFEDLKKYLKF
LYPLA1 inh: blocks human lysophospholipase 1, a PME1 counter-screen; recombinant LYPLA1, FP-Rh probe fluorescence polarization; O75608; 0.16% of 320,000 active; inhibition, % at 5.9 µM;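 active means inhibition above the mean of all tested compounds plus 3 SD, set per campaign, cut at about 14% in these data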;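 further: inhibitors block serine hydrolase probe labeling of LYPLA1 so polarization falls; 0% = enzyme with DMSO and 100% = wells lacking LYPLA1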
PME-1 inh: PME-1 (human) inhibition; Q9Y570; AID 2130; 0.53% of 320,000 active; recombinant PME-1, FP-Rh probe fluorescence polarization; inhibition, % at 5.9 µM;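 active means inhibition above the campaign mean of all compounds plus 3 SD, cut at about 26% in these data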;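 further: competitive labeling of PME-1 active site by serine hydrolase directed probe; 0% = PME-1 with DMSO and 100% = wells lacking PME-1 enzyme; inhibitors block probe labeling so polarization falls and inhibition rises; many of its hits are not listed in these tables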
Starred values were filed as active, the others as inactive; x = no result given. This is a subset; count on the stated rates, not on these rows.

SMILES	GSTO1 counter	PAFAH1B2 inh	PAD4 inh	LYPLA2 counter	PAFAH1B3 inh	pPAFAH FP inh	PREPL inhibitor	LYPLA1 inh	PME-1 inh
Cc1ccc(CNCc2ccccc2Cl)cc1	-10.0	6.0	-5.7	-4.3	9.0	-6.9	4.5	2.2	-3.3
C=C(C)CNC(=S)Nc1cccc(S(=O)(=O)NC2=NCCC2)c1	7.5	-0.1	-5.6	-5.1	0.1	-5.9	1.0	-4.0	-5.7
COc1cc(CN2CCCCCC2)cc(OC)c1O	7.4	-2.7	1.4	-3.0	0.2	1.9	-1.8	0.4	-2.4
COc1cc(C(=O)OCC(=O)NC2CC2)cc(OC)c1OC	x	4.4	2.5	2.8	5.6	-2.1	5.6	-0.5	1.3
CN(C)CCNC(=O)NC(=O)c1ccc(Cl)cc1	5.8	-1.0	-2.4	-4.3	4.1	-5.3	-3.4	-2.9	-9.0
COc1ccc(C2CC(c3ccccc3)=NN2C(=O)COC(=O)c2nc3nccc(C)n3n2)cc1 (configuration not stated)	-63.5	0.4	2.3	2.5	6.1	2.4	-4.2	4.1	0.0
Cc1ccc(C(C)(C)NC(=O)C2CCC(=O)N(Cc3ccccc3F)C2)cc1 (configuration not stated)	-5.9	2.1	1.3	-1.6	-0.4	-0.5	-7.1	0.8	3.7
Cc1ccc([N+](=O)[O-])cc1S(=O)(=O)N(C(=O)c1ccncc1)c1ccc2oc3c(c2c1)CCCC3	-8.4	-4.7	-2.7	-17.0	-0.7	3.1	12.0	-10.3	-3.0
N#CC1(NC(=O)COc2ccc(S(=O)(=O)N3CCCC3)cc2[N+](=O)[O-])CCCCC1	23.3	4.7	-3.8	11.3	2.5	7.2	6.5	5.8	8.8
CCCC(C(=O)NCC1CCCO1)N(Cc1ccco1)C(=O)CNS(=O)(=O)c1ccc(F)cc1 (configuration not stated)	7.1	3.0	-0.9	4.7	5.0	4.9	-6.1	0.3	2.5
O=C(Cn1ncc2c(=O)oc3ccccc3c21)N1CCN(c2ccccn2)CC1	4.7	0.4	-0.4	-0.6	4.0	-2.0	-7.9	-1.9	-2.3
CCN1CCN(c2ccc(NC(=O)c3ccc(Cl)c(N4CCCC4=O)c3)cc2)CC1	-3.3	2.7	-0.4	-1.0	14.3	1.7	18.8	-2.7	1.2
COc1ccc(NC(=O)CCn2cccc2)c(OC)c1	12.3	7.7	-9.1	9.2	2.9	2.2	0.2	3.6	-3.2
CCCc1cc(=O)[nH]c(SCC(=O)NC2CCCCC2)n1	6.0	8.2	-4.0	2.4	8.9	-2.3	2.6	0.7	-6.1
O=C(N/N=C/c1cccc([N+](=O)[O-])c1)c1cc(-c2ccc3c(c2)OCO3)n[nH]1	6.6	-2.5	-4.1	-2.1	-2.2	2.9	7.6	0.0	-4.6

An excerpt from above in order of their number in pPAFAH FP inh, smallest number first.
structure,pPAFAH FP inh
O=C(Cn1ncc2c(=O)oc3ccccc3c21)N1CCN(c2ccccn2)CC1,-2.0
CCN1CCN(c2ccc(NC(=O)c3ccc(Cl)c(N4CCCC4=O)c3)cc2)CC1,1.7
CCCC(C(=O)NCC1CCCO1)N(Cc1ccco1)C(=O)CNS(=O)(=O)c1ccc(F)cc1 (configuration not stated),4.9

Following part.
SMILES	GSTO1 counter	PAFAH1B2 inh	PAD4 inh	LYPLA2 counter	PAFAH1B3 inh	pPAFAH FP inh	PREPL inhibitor	LYPLA1 inh	PME-1 inh
Cc1ccc(CNC(=O)CN(C)S(=O)(=O)c2cccc3nsnc23)cc1	20.6	8.9	0.2	5.7	4.0	1.5	18.3	-2.9	9.0
CCCNC(=O)Nc1cc(C)on1	3.1	2.7	-4.6	-2.8	2.1	1.5	-0.6	-0.2	-2.1
Cc1cccc(S(=O)(=O)Nc2ccc(-c3ccc4nncn4n3)cc2)c1	-3.1	7.3	1.1	-3.5	7.2	3.5	-10.3	-4.0	3.4
COc1ccc(N2CCN(C(=O)CC(C)S(=O)(=O)c3ccc4c(c3)NC(=O)CO4)CC2)cc1 (configuration not stated)	-2.2	3.7	0.8	-2.2	1.2	-2.7	13.2	0.0	-8.3
CCOc1ccc(N2C(=O)Nc3ccccc3C2(O)C(=O)NCc2ccc(OC)cc2)cc1 (configuration not stated)	9.7	2.4	5.2	5.7	7.7	1.1	6.9	2.6	-0.9
CN(CC(=O)Nc1cccc(F)c1)C(=O)c1ccc(-c2ccc(Cl)cc2)o1	-7.5	1.6	-1.3	-4.0	3.2	5.5	-13.4	-5.5	-3.7
CC(=O)c1ccc(NC(=S)NN2C(C)CCCC2C)cc1 (configuration not stated)	2.7	-3.0	-2.0	-2.7	-1.9	-0.8	-3.4	1.4	-1.5
c1ccc2oc(-c3ccc(Nc4nc(N5CCCC5)nc(N5CCOCC5)n4)cc3)nc2c1	2.3	x	-15.6	-6.1	x	0.3	5.0	1.0	-6.9
C=CCn1c2ccccc2c2nnc(SCC(N)=O)nc21	-3.6	1.3	-1.3	-2.0	15.1	0.3	13.1	-2.0	2.4
CC(C)(C)N1C(=O)c2ccc(C(=O)Nc3ccc(O)cc3)cc2C1=O	5.2	0.9	-0.7	-2.9	0.0	8.6	3.0	-3.4	-14.9
CCCCC1=NN(C(=O)c2ccco2)C(O)(C(F)(F)F)C1 (configuration not stated)	5.5	1.2	-2.6	4.3	6.7	-3.5	8.7	1.3	2.2
c1ccc(CNc2c3c(nc4ncnn24)CCC3)cc1	8.4	-0.2	4.9	-0.1	3.4	2.8	-13.0	6.9	-1.0
NS(=O)(=O)c1ccc(NC(=O)Nc2ccc(S(N)(=O)=O)cc2)cc1	-3.8	x	0.2	-6.3	x	0.4	-3.1	-1.7	-2.5
COc1ccc(N(CCC#N)S(=O)(=O)c2cccc3nsnc23)cc1	-0.3	-2.8	2.7	2.9	1.5	-1.7	9.9	2.3	7.3
Cc1ccc(-n2nc3c(c2NC(=O)c2cccs2)CS(=O)(=O)C3)c(C)c1	4.1	-0.7	0.3	6.5	7.1	6.3	-5.1	4.1	1.8
CN(Cc1nccn1C)C(=O)C1CCC(=O)N(CCc2ccc(Cl)cc2)C1 (configuration not stated)	3.6	6.7	4.2	-1.5	7.8	4.7	-5.8	3.1	-5.1
CCc1ccccc1NC(=O)c1cc(-c2ccc(OC)cc2)on1	0.5	-2.8	2.6	-2.0	-3.1	1.6	-3.1	1.3	-6.8
O=C(NCCN1CCOCC1)C(Sc1ccccc1)c1ccccc1 (configuration not stated)	7.2	4.7	3.9	-6.1	-0.8	-0.3	1.1	-1.3	6.0
CCN1CCN(C(CNS(=O)(=O)c2ccc(Br)cc2)c2cccnc2)CC1 (configuration not stated)	3.7	6.6	-2.9	2.5	2.9	2.0	7.5	-1.8	2.4
CCN(CC)S(=O)(=O)c1cccc(C(=O)N/N=C/c2cccc(O)c2O)c1	43.0*	0.4	-11.7	1.4	4.1	41.1*	15.4	-5.5	13.8
CCOC(=O)C1CCN(C(=S)Nc2ccc(S(N)(=O)=O)cc2)CC1	-0.6	4.2	1.1	-0.5	13.5	-4.1	-4.4	-1.0	-3.4
COc1ccccc1N1CCN(S(=O)(=O)CCNC(=O)c2ccc(OC(C)C)cc2)CC1	-2.5	-0.6	0.2	0.8	7.5	1.9	4.0	2.2	-4.0
Cc1cc(/C=C2/C(=N)N3C(=NC2=O)SN=C3S(C)(=O)=O)c(C)n1-c1ccccc1	-23.7	2.4	-1.1	3.7	-3.4	-4.2	6.1	1.2	-11.5
O=C(Nc1nccs1)c1ccc(Cl)s1	4.0	0.4	3.4	1.4	15.0	2.3	-1.8	-2.2	-8.9
CC(C)Oc1cccc(C(=O)C2CCCN(Cc3cnc(N4CCOCC4)s3)C2)c1 (configuration not stated)	7.3	4.2	-4.4	-8.2	4.3	4.1	4.2	-1.9	1.6
C#CCOCCOCCOCCNc1nc(N2CCN(C(=O)[C@H]([C@@H](C)CC)n3cc(CCCCN)nn3)CC2)nc(N2CCN(C(=O)[C@H](CCCCN)n3cc(CC(C)O)nn3)CC2)n1 (some centres not stated)	1.7	8.6	-0.6	-0.7	16.8	2.6	4.5	3.0	1.7
CCc1nnc(NC(=O)c2nc3nc(C)cc(C)n3n2)s1	3.5	3.7	4.8	-1.1	9.7	4.0	-0.3	3.1	3.1
CCOC(=O)C1CCN(C(=O)Cc2c(C(=O)O)n(CC)c3ccccc23)CC1	4.8	-1.3	-5.5	1.6	-4.8	-0.7	6.5	-1.4	4.5
CNC(=O)CCN(Cc1ccco1)S(=O)(=O)c1ccc(OC)c(OC)c1	-9.5	5.6	-4.2	-2.2	-2.1	1.1	10.7	0.4	-4.0
COc1ccc(C2=NC(c3ccccc3)CO2)cc1 (configuration not stated)	4.8	x	-5.7	-0.1	x	8.6	2.4	0.0	1.1
O=C(CNC(=O)COc1ccccc1)NCc1ccccc1F	-2.5	2.4	4.0	5.8	6.5	3.3	-1.8	5.5	-1.4
O=C(CCn1cccc(C(F)(F)F)c1=O)Nc1cccc(C(F)(F)F)c1	2.2	x	-0.3	-11.1	x	-4.7	-1.4	-4.6	-6.8
CCC(=O)Nc1nnc(C(C)(C)C)s1	0.4	-0.3	5.3	2.8	6.5	0.4	20.9	-3.5	0.7
CCC(C)N(C)C1CCN(C(=S)Nc2cccc(SC)c2)CC1 (configuration not stated)	-1.0	-0.3	-0.7	-1.4	-5.2	2.0	-6.5	1.6	-8.2
O=C(Nc1ccc(O)c(-c2nc3ccccc3s2)c1)c1cc(=O)c2ccccc2o1	-2.6	-6.0	-2.3	-5.6	3.5	0.3	-3.2	-0.4	-1.8
CCOc1ccc(NC(=O)Nc2nc(SCC)ns2)cc1	-9.4	5.1	2.4	-4.0	10.3	7.1	4.5	-10.4	-17.3
COC(=O)C1=C(C)N(C)C(=O)NC1c1cc(Cl)cc(Cl)c1OC (configuration not stated)	11.1	5.5	-0.3	-11.4	2.0	-4.2	-7.2	-7.3	0.7
COc1ccc(NC(=O)CN2c3cccc4cccc(c34)S2(=O)=O)cc1	11.8	3.3	-3.2	1.0	4.8	4.7	-7.8	-1.5	3.4
CCCCNc1c(-c2ccc(OC)c(SC3CCCCC3)c2)nc2cc(C)ccn12	2.2	4.3	-0.6	9.7	6.4	21.2	18.4	3.3	13.2
O=C1CC(c2ccncc2)c2cc3c(cc2N1)OCCO3 (configuration not stated)	-1.6	4.4	-1.4	0.2	9.0	5.0	3.3	-5.3	-7.1
CCCCSc1nc2c(cnn2-c2ccc(F)cc2)c(=O)[nH]1	-1.8	-4.1	5.3	3.3	-1.0	-2.9	16.4	-0.9	4.0
Brc1ccc(CN2CCSCC2)cc1	0.4	-0.3	8.1	0.8	-7.1	18.9	-1.3	-1.3	5.5
O=C(NC1CCN(S(=O)(=O)c2ccc(Cl)c(F)c2)CC1)c1cccnc1	6.4	3.9	-2.4	-5.8	5.3	1.8	-1.8	-6.0	3.9
O=C(Nc1ccc(F)cc1)Nc1cnccn1	4.4	8.5	1.0	1.9	5.0	-0.1	-7.4	-4.2	5.9
COC(=O)c1sc(-c2ccccc2)cc1NC(=O)c1ccc(OC)cc1	0.8	-2.7	4.2	-8.0	1.1	2.2	-6.7	-8.0	-19.2
COc1ccc(CCN(C)CCCN2CC(c3ccccc3)CC2=O)cc1OC (configuration not stated)	-6.1	0.8	2.8	8.8	-2.2	2.8	-4.0	7.0	3.1
CC(C)(C)NC(=O)NC(=O)CN1C(=O)NC(C)(c2ccccc2)C1=O (configuration not stated)	1.6	-3.2	-2.4	4.7	3.2	4.7	14.7	6.7	-1.5
COc1ccc(OC)c2[nH]c(=O)c(CCNC(=S)NC(C)(C)C)cc12	1.7	3.4	-0.5	0.2	1.9	2.5	3.0	-3.6	3.5

Source: PubChem BioAssay
